D1 ag = human D1 receptor agonism. P21728. HEK293 T-REx D1 cells, calcium flux, agonist mode. activation, % at 2 µM. actives 1% (n = 360,000); further: 0% is about no effect
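Agonism was scored from calcium flux recorded over 180 s (1 read/s) after pintool compound addition, following a 10-cycle baseline. Cells were inducible force-coupled HEK293 TREx D1, plated overnight at 30 C and loaded with no-wash calcium dye.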
TRHR enhancer = TRH receptor (human) allosteric enhancement. TRHR cells, fluo-8 calcium fluorescence, EC20 TRH enhancement. actives 0.66% (n = 360,000). enhancement, % at 2 µM. P34981; in the data active means enhancement above about 30%; further: 0% is about no effect
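TRHR-expressing cells loaded with fluo-8 calcium dye were read kinetically (ex 480/em 530) during compound addition, then stimulated with an EC20 of TRH (10 nM final). Enhancement of the Gq-mediated intracellular calcium response was scored.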
D1 potentiator = human D1 dopamine receptor positive modulation. AID 504651. P21728. potentiation, % at 10 µM. HEK293 TREx D1 cells, calcium flux, dopamine EC20 potentiation. actives 0.036% (n = 360,000); in the data active means potentiation above about 30%; further: 0% is about no effect
D2 antag = D2 dopamine receptor (human) antagonism; P14416; HEK293 TREx D2 cells, calcium flux, dopamine EC80; inhibition, % at 10 µM; actives 2% (n = 340,000); AID 485344; in the data active means inhibition above about 30%; further: 0% is about no effect
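Calcium mobilization kinetics were recorded at 1 s intervals in tetracycline-induced HEK293 T-REx D2 cells, first for 180 s after compound addition and then 180 s after EC80 dopamine.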
TRHR agonist = TRH receptor (human) agonism | P34981 | TRHR cells, calcium flux fluo-8, FDSS agonist mode | activation, % at 2 µM | actives 0.18% (n = 360,000); further: 0% is about no effect
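TRHR-expressing cells, plated overnight in medium with 10% serum, were loaded with fluo-8 calcium dye at room temperature. After a 10 s baseline, library compound was pin-added and calcium release was recorded kinetically (ex 480/em 530) as agonist response.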
D1 antag = human D1 dopamine receptor antagonism | AID 504652 | activity change, negative = inhibition, % at 10 µM | actives 3.2% (n = 360,000) | HEK293 TREx D1 cells, calcium flux, dopamine EC80; hits give low values; in the data active means activity change below about -30%; further: on the % scale 0 is the no-effect control and ±100 the full control effect
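Tetracycline-induced HEK293 Trex D1 cells, force-coupled to calcium, dye-loaded; compounds added and read 180 s, then EC80 dopamine added and calcium flux tracked kinetically another 180 s.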
D2 potentiator = positive allosteric modulators of human D2 dopamine receptor. AID 485347. P14416. potentiation, % at 10 µM. actives 0.34% (n = 340,000). HEK293 T-REx D2, calcium flux, EC20 dopamine potentiation;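 active means potentiation over 3 SD above the plate norm, cut at about 30% in these data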; further: 0% is about no effect
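Primary screen. Calcium kinetics in induced HEK293 T-REx D2 cells: compound pre-addition 180 s, EC20 dopamine, 180 s more.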
D2 agonist = D2 dopamine receptor (human) agonism | P14416 | HEK293 T-REx D2 cells, calcium flux agonist mode | activation, % at 2 µM | actives 0.53% (n = 340,000) | AID 485358;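 active means activation over 3 SD above normal in the single-dose calcium agonist read, cut at about 30% in these data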; further: 0% is about no effect
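Agonism is scored from calcium flux in a force-coupled, inducible HEK293 cell line expressing D2, read kinetically for 180 s after compound addition against dopamine controls.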
RXFP1 antagonist = antagonists of human relaxin receptor RXFP1; Q9HBX9; HEK293-RXFP1, relaxin-stimulated cAMP HTRF, 30 min; hits give low values; activity change, negative = inhibition, % at 57.5 µM; actives 0.59% (n = 350,000); AID 1259400;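 active means activity change of -60% or lower, but not beyond a set lower limit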; further: on the % scale 0 is the no-effect control and ±100 the full control effect
Target sequence (Q9HBX9 whole entry, looked up): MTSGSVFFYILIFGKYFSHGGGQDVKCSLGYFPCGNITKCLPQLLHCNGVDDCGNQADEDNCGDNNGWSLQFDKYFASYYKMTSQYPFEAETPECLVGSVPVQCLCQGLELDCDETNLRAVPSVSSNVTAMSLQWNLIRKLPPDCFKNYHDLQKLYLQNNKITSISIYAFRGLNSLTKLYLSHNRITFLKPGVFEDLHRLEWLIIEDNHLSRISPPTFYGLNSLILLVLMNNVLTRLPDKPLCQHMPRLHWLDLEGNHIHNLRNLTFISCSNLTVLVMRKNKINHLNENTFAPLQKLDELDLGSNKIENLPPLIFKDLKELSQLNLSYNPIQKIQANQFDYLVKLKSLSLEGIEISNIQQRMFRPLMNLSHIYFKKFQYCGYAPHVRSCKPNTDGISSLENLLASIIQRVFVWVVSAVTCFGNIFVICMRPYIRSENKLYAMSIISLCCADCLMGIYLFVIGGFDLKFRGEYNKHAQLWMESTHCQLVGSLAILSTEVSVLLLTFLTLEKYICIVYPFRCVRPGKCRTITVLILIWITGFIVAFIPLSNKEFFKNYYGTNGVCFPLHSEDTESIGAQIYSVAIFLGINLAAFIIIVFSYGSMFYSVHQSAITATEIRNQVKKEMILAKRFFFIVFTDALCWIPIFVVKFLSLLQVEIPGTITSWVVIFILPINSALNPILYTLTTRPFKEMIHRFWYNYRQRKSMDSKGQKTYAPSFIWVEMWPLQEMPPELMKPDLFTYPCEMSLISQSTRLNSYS
* marks the source's active call; other numbers are inactive results; / = not tested or not shown. Unless noted, no stated cut-off is given here; in the data, active means activation above about 30%; inactive means the rest.

SMILES	D1 ag	TRHR enhancer	D1 potentiator	D2 antag	TRHR agonist	D1 antag	D2 potentiator	D2 agonist	RXFP1 antagonist
CCc1nc(SCC(=O)Nc2ccc(N(C)C)cc2)n[nH]1	4	4	-3	-2	-0.6	-8	1	-0.3	-17
Cc1cc(NS(=O)(=O)c2ccc(NC(=O)C(CC(C)C)N3C(=O)c4ccccc4C3=O)cc2)nc(C)n1 (configuration not stated)	2	-3	0	5	-0.1	-18	10	0.4	2
Cc1cc(OCCN2CCN(S(=O)(=O)c3ccccc3F)CC2)ccc1C(C)C	22	5	-12	-6	4.7	3	66*	1.2	-3
CCOc1ccc(NC(=O)Cn2nnc(-c3nc(-c4ccncc4)no3)c2N)cc1	1	1	-1	/	0.5	-5	/	1.0	-3
COc1ccccc1S(=O)(=O)N1CCC(C(=O)O)(c2ccccc2)CC1	5	-8	/	2	0.4	-16	9	1.0	-2
N/C(=N\OC(=O)COc1ccccc1)c1ccccn1	2	-1	-3	2	-0.2	-18	-4	-0.4	3
COc1ccccc1OCCNC(=O)C1CCN(C(C)=O)CC1	1	-2	4	5	0.1	13	31*	2.1	-2
CC(C)(C)NC(=O)C(c1ccco1)N(Cc1ccc2c(c1)OCO2)C(=O)c1snc(C(N)=O)c1N (configuration not stated)	0	3	2	4	-1.0	-21	/	0.5	-21
COc1ccc(OC)c(CNc2ncnc3onc(-c4ccc(Cl)cc4)c23)c1	5	-8	-1	/	-0.5	-5	-4	-0.6	/
CCOC(=O)c1c(N)n(-c2ccc(OCC)cc2)c2nc3ccccc3nc12	-1	-1	1	/	-1.0	-13	3	-0.7	/
COc1ccc(C(=O)C2CCCN(S(=O)(=O)C(C)C)C2)c(C)c1 (configuration not stated)	8	1	-1	11	0.1	-9	-4	0.7	6
Clc1cccc(-n2ncc3c(NCCc4ccccc4)ncnc32)c1	5	0	-4	/	0.3	-28	6	0.0	-27
O=C(c1ccc2nc(Cc3cccc(Cl)c3)oc2c1)N1CCOCC1	0	6	0	-5	-0.3	-5	2	0.1	-12
COc1cc(/C=C(\C#N)c2nc3ccccc3[nH]2)cc(OC)c1O	109*	8	-1	9	65*	-2	-2	36*	17
Cc1cc(C)c(S(=O)(=O)N2CCOC2CNC(=O)C(=O)NCc2ccco2)c(C)c1 (configuration not stated)	-3	4	-3	-8	-0.4	-12	11	0.2	0
CCN(CC)CCN(Cc1cc2cc(C)cc(C)c2[nH]c1=O)C(=S)NCc1ccco1	9	5	-7	-19	0.4	-12	-2	0.9	-1
CSc1ncc(C(=O)O)n1-c1ccc(F)cc1	4	2	-10	8	0.2	-10	-2	2.4	10
COc1ccc(CNC(=O)Cc2ccc(NC(=O)C3=C(C)OCCS3)cc2)cc1	1	6	-1	7	-0.2	0	7	0.6	8
CCN(CC)c1ccc(NC(=O)C2=CCN(S(=O)(=O)c3ccc(F)cc3)CC2)c(C)c1	0	-2	-5	-9	-0.6	24	5	1.0	/
COc1ccccc1NC(=O)COc1ccc(C(=O)NCc2ccccc2)cc1OC	6	3	10	-11	-0.9	27	2	-0.4	3
Cc1ccc(/C=C2\Oc3c(ccc(O)c3CN3CCN(CCO)CC3)C2=O)cc1	32*	-2	0	13	22	-11	-1	2.7	5
Cc1n[nH]c(C)c1S(=O)(=O)N1CCN(S(=O)(=O)c2cccc(F)c2)CC1	3	14	1	-11	0.0	-2	-3	0.7	16
COC(=O)[C@@H]1C[C@@H]2CC[C@@H](O)C[C@@H]2N1Cc1ccc(C(F)(F)F)cc1	9	-1	-2	-2	0.3	-5	5	0.1	/
O=[S+]([O-])(c1ccc2ncsc2c1)N1CCN([S+](=O)([O-])c2c(F)cccc2F)CC1	-1	-1	2	/	0.8	-28	/	/	/
CCN(CC)CCOc1ccc(Br)cc1	9	1	0	-23	-0.8	-9	8	-0.6	0

Entries of single compounds, looked up by structure. Order of values: D1 ag | TRHR enhancer | D1 potentiator | D2 antag | TRHR agonist | D1 antag | D2 potentiator | D2 agonist | RXFP1 antagonist
Listed for COc1ccc(C(=O)C2CCCN(S(=O)(=O)C(C)C)C2)c(C)c1 (configuration not stated) = 8 | 1 | -1 | 11 | 0.1 | -9 | -4 | 0.7 | 6
Listed for Clc1cccc(-n2ncc3c(NCCc4ccccc4)ncnc32)c1 = 5 | 0 | -4 | / | 0.3 | -28 | 6 | 0.0 | -27
Listed for CCOC(=O)c1c(N)n(-c2ccc(OCC)cc2)c2nc3ccccc3nc12 = -1 | -1 | 1 | / | -1.0 | -13 | 3 | -0.7 | /
Listed for CCN(CC)CCN(Cc1cc2cc(C)cc(C)c2[nH]c1=O)C(=S)NCc1ccco1 = 9 | 5 | -7 | -19 | 0.4 | -12 | -2 | 0.9 | -1
Listed for Cc1n[nH]c(C)c1S(=O)(=O)N1CCN(S(=O)(=O)c2cccc(F)c2)CC1 = 3 | 14 | 1 | -11 | 0.0 | -2 | -3 | 0.7 | 16

Additional records follow:
SMILES	D1 ag	TRHR enhancer	D1 potentiator	D2 antag	TRHR agonist	D1 antag	D2 potentiator	D2 agonist	RXFP1 antagonist
CCOC(=O)c1c(NC(=O)C2CCCO2)sc(C(=O)OC(C)(C)C)c1C (configuration not stated)	1	-7	-1	6	0.4	-10	14	0.5	-2
O=C(COc1ccc2c(c1)oc(=O)c1ccccc12)NC(Cc1ccc(Cl)cc1)C(=O)O (configuration not stated)	0	-3	-3	-13	-0.4	-3	-4	-0.3	/
COc1ccc2nc(SCc3nc(N)nc(Nc4ccccc4)n3)[nH]c2c1	0	12	-9	1	-0.5	-2	3	0.9	-1
CC(/C=N/NC(=O)c1cccnc1)=C\c1ccco1	-1	-2	1	4	0.5	-1	-7	0.9	-1
COc1ccccc1N1CCN(S(=O)(=O)c2c(C)sc3ncn(CC(=O)Nc4ccc(C)cc4Br)c(=O)c23)CC1	-2	0	0	/	0.2	4	8	1.1	4
O=C(Nc1ccc2c(c1)CCC2)c1cnccn1	1	-1	0	4	-0.6	0	/	1.2	5
[O-]/C(=C(\C(=S)Nc1ccc(SC(F)F)cc1)[n+]1cccc(CO)c1)c1ccc(Cl)s1	1	11	2	-5	-0.4	-12	14	0.0	-18
O=S(=O)(Nc1nccs1)c1ccc(Cl)cc1	0	-1	-1	-4	0.7	/	0	-0.2	3
Cc1cc(Cn2nc(C(=O)NCc3cccs3)cc2-c2ccccc2)on1	0	2	-1	4	-0.5	-2	3	-0.8	/
Cc1ccc(S(=O)(=O)NCc2ccc(C(=O)NC3CC3)cc2)cc1	2	-1	-3	8	0.0	-6	-5	0.7	-9
O=C1C2C3C=CC(CC3)C2C(=O)N1c1cccc(Br)c1 (configuration not stated)	4	6	-5	8	-1.3	-37*	-4	-0.2	-2
O=C(O)CSCC(=O)NCc1cccc(C(F)(F)F)c1	5	-9	/	/	0.3	3	/	/	1
CCN(C(=O)CN1CCN(c2ccccc2F)CC1)c1c(N)n(Cc2ccccc2)c(=O)[nH]c1=O	3	-6	-4	-2	0.1	-7	3	-0.4	6
CC(C)CCN1C(=O)c2ccc(C(=O)Nc3cc(C(=O)O)cc(C(=O)O)c3)cc2C1=O	4	0	-5	/	0.0	-12	/	/	-10
O=[N+]([O-])c1ccc(Oc2c(F)c(F)nc(N3CCCC3)c2F)cc1	4	-13	-6	17	1.0	-29	-16	0.7	-14
C[n+]1ccc(CC2C(=[N+]([O-])[O-])C=Nc3ncnn32)cc1 (configuration not stated)	1	10	2	8	0.1	14	6	2.2	-3
OCC[C@H]1C[C@@H](O)[C@H](O)[C@@]2(CCc3ccccc3CO2)O1	5	-2	-9	/	0.1	-10	/	/	/
Cc1noc(C)c1S(=O)(=O)N(CC(=O)NCCc1ccc(Cl)cc1)c1ccc(C(C)C)cc1	3	-1	-1	/	2.3	-17	24	0.7	/
O=C(Cn1ncc(Cl)c(Cl)c1=O)NCC1CCCCC1	0	3	-1	-15	0.2	8	5	-0.1	/
COc1ccc2c(c1OC)C(=O)N(c1ncn[nH]1)C2	3	8	0	-6	0.6	3	6	-1.1	-4
C/C(=N\NC(=O)c1ccc(N/N=C(\C)c2ccc(O)cc2)cc1)c1ccc(O)cc1	-2	-1	-3	1	-0.2	-10	3	-0.1	-5
Cn1c(=O)c2c(nc(CN3CCN(c4ccc(F)cc4)CC3)n2CCN2CCOCC2)n(C)c1=O	3	14	-5	-20	-0.5	-3	-11	-0.7	-1
O=C(Nc1ccc(N2CCCC2)cc1)c1cc2ccccc2o1	3	1	2	5	-0.4	-12	-3	1.4	-2
CC(C)CCn1c(Sc2nc3ccccc3o2)nc2c1c(=O)[nH]c(=O)n2C	1	-3	-2	-12	-1.0	7	15	0.3	/
CC(C)=CC(=O)OCc1csc(CC(=O)Nc2ccccc2C)n1	0	-1	1	6	0.4	7	5	0.5	-4

Additional compounds:
SMILES	D1 ag	TRHR enhancer	D1 potentiator	D2 antag	TRHR agonist	D1 antag	D2 potentiator	D2 agonist	RXFP1 antagonist
CCNC(=O)c1ccccc1-c1nc(-c2ccccc2Cl)no1	1	-14	-6	14	-0.2	-4	-9	0.6	-1
Cc1cccc(CC2CC(=O)N(c3ccccc3)C2=O)c1 (configuration not stated)	11	2	-1	-8	0.0	1	-7	-0.1	2
Cc1ccc(OCC(=O)N(C)CC(=O)N(CC(C)C)c2c(N)n(CC(C)C)c(=O)[nH]c2=O)c(C)c1	1	-3	-3	-7	-0.3	-31*	12	0.0	-15
CCc1cccc(C)c1NC(=S)NCC1CCN(c2ccc(OC)cc2)C1 (configuration not stated)	5	-3	-10	-10	1.7	-11	23	-0.6	-8
O=C(CCC1CCCCC1)NCc1ccccn1	4	-3	6	-8	-0.6	-1	2	-0.8	-14
O=[N+]([O-])c1ccc(OCCCCN2CCc3ccccc3C2)cc1	8	-7	-8	62*	0.6	-63*	-31	-0.7	-4
COc1cc2c(cc1OC)CN(C(=O)c1cc(Cl)nc(Cl)c1)CC2	0	-1	-2	-5	-0.2	5	6	-0.1	5
CC(C)[C@H](NC(=O)Nc1ccc(Oc2ccccc2)cc1)C(=O)O	1	0	-5	-4	0.2	2	11	0.6	-4
C=C1CCN([C@H](C(=O)OCc2cccc(C)c2)C(C)C)S(=O)(=O)c2ccccc21	8	-1	4	19	0.6	8	-3	0.4	/
Cc1ccccc1NC(=O)c1cccc2nccnc12	0	-1	6	-6	-0.6	7	-4	0.5	-2
CCc1ccccc1NC(=S)N(CCCN(C)C)Cc1cc2cc3c(cc2[nH]c1=O)OCO3	1	2	0	/	0.0	4	/	/	-3
COc1ccc(-c2cc(CNC(=O)CN3CCN(C)CC3)on2)cc1	4	5	-6	-14	0.6	-16	4	-3.7	-3
O=C(COc1ccccc1Cc1ccccc1)NCCCN1CCOCC1	2	-4	-1	-17	0.4	11	14	0.1	-9
CC(=O)C1=C(C)Nc2ncnn2C1c1cccc(Br)c1 (configuration not stated)	6	8	-2	-4	-1.0	-5	5	-2.7	5
CCCCNC(=S)N(C)/N=C/c1ccc(OCc2ccc(C(=O)OC)cc2)c(OC)c1	6	3	-6	4	0.4	-20	6	1.0	1
CCOC(=O)N1CCC(NC(=O)CS(=O)(=O)Cc2nc(-c3cccc(OC)c3)oc2C)CC1	4	-5	-4	24	-0.9	21	97*	-0.2	8
Cc1oc2c(c1C(=O)Nc1ccc(F)c(F)c1)C1=NCCN1C=N2	2	11	-5	/	0.9	-2	11	-1.5	/
O=C(NC1(C(F)(F)F)NC(=O)N(c2ccccc2)C1=O)c1cccs1 (configuration not stated)	2	-5	0	30	0.2	2	-6	-0.1	-1

Rows are unselected (roughly 7.1% active in at least one column).
